# Source: PubChem
# zVAD death inh – L929 zVAD cell death inhibition. L929 zVAD necroptosis rescue, ATP luminescence, 24 h; with zVAD 60 µM. viability rescue, % at 10 µM. 0.38% of 220,000 active. AID 1377;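 active = activation, scaled between plate controls, above about 75%, limit read from the data; inactive = activation under that limit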;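 also: 0% = zVAD with DMSO and 100% = DMSO alone without zVAD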
# Cl transport mod – modulators of human KCC2 chloride dependent transport. KCC2 cells, thallium flux FluoZin-2 fluorescence. B-score of Tl+ flux slope (higher = more flux/activation; lower = inhibition) at 10 µM. 2.2% of 190,000 active. AID 1456;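 active = thallium flux slope and its plate-corrected score both differing from the plate sample mean at a set confidence after two filtering rounds, in either direction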;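 also: slope of fluorescence scaled to starting intensity during 10 to 20 s after thallium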
# PERK inh – blocks human PERK kinase; 0.17% of 220,000 active; inhibition, % at 5.6 µM; CHO PERK-DD fusion, SEAP luminescence translation reporter;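 active = inhibition above the mean inhibition of all tested compounds plus 3 SD, set separately per screening campaign, cut at about 2.9% in these data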;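 also: PERK kinase domain activated by AP20187 dimerizer at 100 nM; 0% = DMSO with dimerizer and 100% = rapamycin at 8.4 µM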
# TNF necrop inh – TNF-alpha cell death inhibition in Jurkat FADD-/- cells. Jurkat FADD-/- TNF necroptosis rescue, ATP luminescence, 24 h; 0 = TNF only, 100 = no-TNF cells. activation (protection from cell death), % at 10 µM. 0.068% of 220,000 active;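 active = activation, meaning protection from cell death, of at least 50% relative to plate controls; inactive = activation below 50%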;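 also: necroptosis triggered by 40 ng/mL TNF-alpha added together with compound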
# eIF4E 4G PPI – eIF4E/eIF4G interaction inhibition in translation initiation. TR-FRET eIF4E-eIF4GI(517-606) binding, 2 h. inhibition, % at 21.7 µM. 0.37% of 220,000 active. AID 782;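 active = inhibition above about 30%, limit read from the data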;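 also: 0% = full FRET control wells and 100% = background wells lacking eIF4GI fragment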
# Mdm2 ligase inh – inhibitors of human Mdm2 E3 ubiquitin ligase; 0.11% of 210,000 active; signal enhancement, % at 5 µM; Q00987; cell-based MDM2 ubiquitination luciferase reporter, 2 h; 0 = plate control, 100 = twice control, blank-subtracted;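 active = signal enhancement of 30% or more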;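 also: luminescence tracks abundance of the self-degrading MDM2-luciferase fusion protein; higher signal means inhibition of MDM2 E3 ligase activity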
# Target sequence (Q00987 whole entry, looked up, the tested form may be a part): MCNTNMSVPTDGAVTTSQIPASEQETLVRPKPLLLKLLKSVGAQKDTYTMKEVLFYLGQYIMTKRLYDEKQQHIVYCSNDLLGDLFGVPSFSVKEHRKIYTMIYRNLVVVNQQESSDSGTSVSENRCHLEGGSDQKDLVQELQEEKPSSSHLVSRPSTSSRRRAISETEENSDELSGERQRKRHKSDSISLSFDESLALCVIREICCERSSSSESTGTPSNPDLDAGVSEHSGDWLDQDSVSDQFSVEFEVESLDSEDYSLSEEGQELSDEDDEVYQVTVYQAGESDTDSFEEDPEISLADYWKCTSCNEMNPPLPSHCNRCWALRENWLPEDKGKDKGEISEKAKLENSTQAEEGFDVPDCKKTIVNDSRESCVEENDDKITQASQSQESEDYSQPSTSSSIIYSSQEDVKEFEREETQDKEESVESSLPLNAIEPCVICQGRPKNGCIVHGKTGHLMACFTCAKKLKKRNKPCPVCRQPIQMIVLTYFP
#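 Test system: mammalian cells stably expressing self-ubiquitinating, self-degrading MDM2 E3–luciferase fusion; Amount: 2000 cells in each well; Medium: DMEM; Schedule: 4 h settle plus 2 h compound, 37 °C; Technique: SteadyLite luciferase luminescence after 15 min room-temperature reagent incubation; Benchmarks: plate control and blank wells.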
# EBV gp42 inh – EBV gp42 inhibition; Q1HVG2; Fluorescence polarization binding assay, mP read-out; inhibition, % (tested at 21.74 µM); 0.42% of 220,000 active; AID 1085; in the data active = inhibition above about 50%
# Target sequence (Q1HVG2 whole entry, looked up): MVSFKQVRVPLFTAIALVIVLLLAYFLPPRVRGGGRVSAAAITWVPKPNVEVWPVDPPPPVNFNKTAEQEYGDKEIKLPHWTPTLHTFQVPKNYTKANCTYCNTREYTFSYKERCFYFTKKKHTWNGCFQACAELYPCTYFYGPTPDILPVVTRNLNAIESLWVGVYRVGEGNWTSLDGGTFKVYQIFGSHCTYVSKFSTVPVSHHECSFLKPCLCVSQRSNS
# Calpain2 inh – inhibitors of pig calpain II. AID 1236. purified calpain II, fluorogenic peptide substrate, 30 min. inhibition, % at 16 µM. 0.37% of 220,000 active;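 active = inhibition above about 50%, limit read from the data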
# Rad51 HR inh – Rad51 (human) homologous recombination inhibition; AID 1385; inhibition, % at 10 µM; hRad51 DNA strand exchange, fluorescence dequenching; 0.085% of 200,000 active; Q06609;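 active = inhibition above 40% at the single screening dose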;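 also: 0% = DMSO control wells and 100% = blanks with heterologous ssDNA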
# Target sequence (Q06609 whole entry, looked up): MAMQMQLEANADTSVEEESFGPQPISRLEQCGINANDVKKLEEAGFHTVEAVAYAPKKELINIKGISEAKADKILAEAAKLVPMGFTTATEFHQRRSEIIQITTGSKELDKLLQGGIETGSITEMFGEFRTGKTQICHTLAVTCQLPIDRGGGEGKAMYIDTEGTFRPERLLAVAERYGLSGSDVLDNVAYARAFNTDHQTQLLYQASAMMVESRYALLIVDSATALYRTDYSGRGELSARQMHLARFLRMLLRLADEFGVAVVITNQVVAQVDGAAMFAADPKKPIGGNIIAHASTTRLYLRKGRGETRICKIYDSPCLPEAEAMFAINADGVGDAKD
#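 Material: hRad51 filaments on single-stranded DNA; Reagent: Donor/quencher-labelled 47-bp dsDNA substrate; Compound: 10 µM final, single point; Schedule: 37 °C 15-min filament assembly, 30-min compound preincubation, 15-min exchange; Technique: FRET fluorescence, excitation 485 nm, emission 520 nm; Benchmarks: control wells and blank wells on each plate.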
# Starred values were filed as active, the others as inactive; i = inactive; · = no result given; [ ] = another dose, or the depositor's remark.
nr	Molecule	zVAD death inh	Cl transport mod	PERK inh	TNF necrop inh	eIF4E 4G PPI
1	COc1ccccc1CNC(=O)COc1ccccc1OC	0.1	-0.93	0.6	-0.8	-4
2	CS(=O)(=O)N1CCN(C(=O)C2c3ccccc3Oc3ccccc32)CC1	-0.3	-0.66	0.4	-0.8	0
3	CNc1nc(-c2ccc3c(c2)CCN3C(=O)c2cccc(F)c2)cs1	0.5	-2.2	1.2	-14	1
4	Cc1ccc(S(=O)(=O)NC(=O)COc2ccccc2C)cc1	0.3	-0.73	1.3	-1.3	-2[fluorescence artefact?]
5	CCN(CC)CC(O)COc1ccc2c(c1)OCO2 (stereo unspecified)	-0.5	0.25	0.2	0.9	2
6	S=C(NCCc1c[nH]c2ccccc12)NC1CCCCC1	0.6	-1.4	-0.4	-3.1	0
7	CCOc1ccc2c(C)cc(=O)oc2c1OCC	-0.2	1.3	0.8	-2.1	-2
8	CN1CCN(C(=O)C2=C[C@H](c3ccc4c(c3)OCO4)C[C@H](OCc3ccc(CO)cc3)O2)CC1	-0.3	-0.11	0.2	1.4	-4

nr	Mdm2 ligase inh	EBV gp42 inh	Calpain2 inh	Rad51 HR inh
1	-12	-8	6	-6
2	-6	-3	12	4
3	·	-15	2	10
4	0	-24	0	-9
5	-13	-3	-4	2
6	-8	8	11	-13
7	6	-18	-300	3
8	·	-3	-20	0

# Carrying on:
nr	Molecule	zVAD death inh	Cl transport mod	PERK inh	TNF necrop inh	eIF4E 4G PPI
9	Oc1ccc(Br)cc1/C=N/N1CCCCC1	1.0	1.4	0.8	0.4	2
10	COc1cc(C(=O)O)cc(NC(=O)c2cccs2)c1OC	0.5	-0.039	0.9	1.7	15
11	COC(=O)c1ccc(CSc2nnc(NC(=O)C3CC(=O)N(Cc4ccc(C)cc4)C3)s2)cc1 (stereo unspecified)	0.6	1.2	0.9	1.1	-9
12	O=C(/C=C/c1ccco1)N(Cc1cccc(Cl)c1)C1CCS(=O)(=O)C1 (stereo unspecified)	-0.4	-0.028	-1.0	-0.3	4
13	CC(C)(O)[C@@H]1Cc2c(ccc3ccc(=O)oc23)O1	5.2	-0.14	0.5	1.0	3
14	COc1cc(/C=C(/C#N)c2ccc(C)cc2)ccc1Oc1ccc([N+](=O)[O-])cn1	-0.1	·	0.5	-4.9	-3
15	O=C(NNS(=O)(=O)c1ccc(Br)cc1)c1cccs1	5.9	-0.1	0.7	0.6	1
16	CCOC(=O)c1c(C)[nH]c(C)c1C(=O)COC(=O)/C=C/c1cccc(C(F)(F)F)c1	0.2	0.12	-0.5	-0.9	8

nr	Mdm2 ligase inh	EBV gp42 inh	Calpain2 inh	Rad51 HR inh
9	3	-8	4	2
10	0	-1	6	-8
11	1	-20	-12	12
12	-8	-17	-28	-16
13	·	-11	i	16
14	-17	-12	-36	0
15	4	-20	-17	6
16	2	-10	7	-11

# Part of the list above, set out differently:
(9) Oc1ccc(Br)cc1/C=N/N1CCCCC1
(10) COc1cc(C(=O)O)cc(NC(=O)c2cccs2)c1OC
(11) COC(=O)c1ccc(CSc2nnc(NC(=O)C3CC(=O)N(Cc4ccc(C)cc4)C3)s2)cc1 (stereo unspecified)
(12) O=C(/C=C/c1ccco1)N(Cc1cccc(Cl)c1)C1CCS(=O)(=O)C1 (stereo unspecified)
Assay by compound | 9 | 10 | 11 | 12
zVAD death inh | 1.0 | 0.5 | 0.6 | -0.4
Cl transport mod | 1.4 | -0.039 | 1.2 | -0.028
PERK inh | 0.8 | 0.9 | 0.9 | -1.0
TNF necrop inh | 0.4 | 1.7 | 1.1 | -0.3
eIF4E 4G PPI | 2 | 15 | -9 | 4
Mdm2 ligase inh | 3 | 0 | 1 | -8
EBV gp42 inh | -8 | -1 | -20 | -17
Calpain2 inh | 4 | 6 | -12 | -28
Rad51 HR inh | 2 | -8 | 12 | -16

# The list continues.
nr	Molecule	zVAD death inh	Cl transport mod	PERK inh	TNF necrop inh	eIF4E 4G PPI
17	O=C(NCc1ccc2c(c1)OCO2)c1cnc2ccccn2c1=O	3.7	-0.075	0.3	0.7	3
18	COc1ccc(CC(=O)Nc2nc3ccccc3s2)cc1S(=O)(=O)N1CCOCC1	2.0	-1.2	-0.8	4.4	-11
19	CCc1nnc(NC(=O)CSc2nnc(-c3c[nH]c4ccccc34)n2CC)s1	1.3	·	1.4	1.6	-2[fluorescence artefact?]
20	CCCCN(C)c1nc(-c2ccco2)c2c(c1C#N)CC(C)(C)OC2	1.0	0.029	1.0	0.3	0
21	O=C(O)c1cc2n(n1)C(C(F)(F)F)CC(C1CC1)N2 (stereo unspecified)	0.1	1.1	1.6	-0.7	2
22	O=C(COC(=O)CCSc1ccc(Cl)cc1)NCc1ccco1	0.0	-0.023	2.2	-0.3	-1
23	CCCC(C)C(=O)Nc1ccc(C(N)=O)cc1 (stereo unspecified)	-0.2	1.4	0.3	-0.5	4[fluorescence artefact?]
24	COc1ccc(C(=O)C2CCCN(Cc3cn(C)nc3-c3ccccc3)C2)cc1F (stereo unspecified)	-0.1	0.4	-0.1	1.0	1

nr	Mdm2 ligase inh	EBV gp42 inh	Calpain2 inh	Rad51 HR inh
17	-2	-4	-22	-5
18	-3	-22	20	5
19	8	0	-8	-4
20	0	17	-114	2
21	-6	-26	-15	13
22	-5	-10	-4	16
23	-1	-14	-8	2
24	-8	-15	-4	-18

# Following part
nr	Molecule	zVAD death inh	Cl transport mod	PERK inh	TNF necrop inh	eIF4E 4G PPI
25	COc1cc(N/C(N)=N/c2nc(C)cc(C)n2)c(OC)cc1Cl	-1.6	0.55	0.2	0.3	1
26	CCN(CC)S(=O)(=O)c1ccc(N2CCOCC2)c(NC(=O)COc2ccccc2)c1	0.1	-0.059	0.2	3.0	-2
27	Cc1ccc(S(=O)(=O)N(C)c2ccc(C(=O)O)cc2)cc1	1.0	1.9	0.3	0.8	12
28	COc1ccc(-n2c(=O)c3ccccc3c3ccccc3c2=O)cc1	1.3	-0.97	0.1	-1.9	2
29	CC1CC(C)CN(C(=O)Cn2cc(C=O)c3ccccc32)C1 (stereo unspecified)	-0.5	-0.087	-0.4	1.1	-2
30	O=C(CSc1nc2ccccc2o1)NC1CCCC1	4.3	-0.084	0.0	0.3	-2
31	Oc1ccc(Br)cc1/C=N/Nc1ncc(-c2ccccc2)cn1	60	0.87	0.2	-0.8	2
32	CCCOc1ccc(N2C(=O)CC(N3CCN(CCN=CC4C(=O)CC(C)(C)CC4=O)CC3)C2=O)cc1 (stereo unspecified)	-0.2	0.7	0.4	0.0	17

nr	Mdm2 ligase inh	EBV gp42 inh	Calpain2 inh	Rad51 HR inh
25	-5	-6	0	0
26	2	-9	-16	-5
27	-11	-15	-34	-4
28	-8	9	-1	-7
29	-6	-4	14	-13
30	-19	8	6	3
31	-19	0	-53	·
32	-7	3	4	3

# (listing goes on)
nr	Molecule	zVAD death inh	Cl transport mod	PERK inh	TNF necrop inh	eIF4E 4G PPI
33	CCOC(=O)C1=C(C)N=c2sc(=C(C)C)c(=O)n2C1c1ccc(N(C)C)cc1 (stereo unspecified)	-0.3	·	-0.2	0.0	·
34	CSc1nc(Cl)cc(=O)[nH]1	0.3	1.1	2.0	2.5	-1
35	O=C(N/N=C/c1ccsc1)c1cc(-c2cccs2)nc2ccccc12	1.4	-0.39	-0.9	-2.8	13
36	Cc1cc(C(=O)CSc2nnc(-c3ccco3)o2)c(C)n1CC1COc2ccccc2O1 (stereo unspecified)	-0.4	-1.3	0.7	-4.4	2
37	CC1CCCCC1N1CN=C(Nc2nc3ccccc3s2)NC1 (stereo unspecified)	-0.3	0.36	1.1	-4.1	2
38	O=C(Cc1ccccc1)N/N=C/c1ccc([N+](=O)[O-])s1	2.3	·	-0.3	-16	-16[fluorescence artefact?]
39	Cc1ccc(S(=O)(=O)N2CCOCC2)cc1NC(=O)COC(=O)CNC(=O)c1ccc(Oc2ccccc2)cc1	0.7	-0.8	0.6	1.2	0
40	CCOC(=O)C(Cc1cc(C(C)=O)ccc1OCC)C(=O)OCC	-0.2	-0.45	-0.1	-2.1	0

nr	Mdm2 ligase inh	EBV gp42 inh	Calpain2 inh	Rad51 HR inh
33	·	·	·	1
34	·	-12	-21	-7
35	6	-4	-73	19
36	9	-34	-45	-5
37	-16	-15	3	·
38	-9	-14	36	-7
39	-8	-17	-6	8
40	15	-16	7	-12

# Additional structures follow.
nr	Molecule	zVAD death inh	Cl transport mod	PERK inh	TNF necrop inh	eIF4E 4G PPI
41	O=C(CN1CCN(c2ccccc2F)CC1)Nc1ccc2c(c1)CCC2	0.1	-0.63	0.7	0.7	-6
42	COc1cc(NC(=S)NC(=O)c2ccc(F)cc2)ccc1NC(=O)c1ccco1	1.2	0.72	-0.2	1.2	5
43	c1coc(-c2nnc(-c3ccc4c(c3)OCO4)o2)c1	0.5	-2.1	0.4	-0.9	8
44	O/N=C/c1ccc2ccccc2n1	1.8	-1.2	0.3	2.5	0
45	NC(=O)CN(c1ccc(Cl)cc1)S(=O)(=O)c1ccccc1	·	0.29	-0.1	0.6	3
46	O=C(NCc1ccccc1)C1C(=O)N(Cc2ccccc2)C(=O)C1C1(O)CCCC1 (stereo unspecified)	-0.1	-1.5	-0.6	-0.6	-4
47	O=C(CSc1nc2nc[nH]c2c(=O)[nH]1)NC1CCCCC1	-0.7	·	-0.1	-0.7	-1
48	Cc1nc2cc(C(F)(F)F)ccc2n1C1CCN(CC(=O)N2CCOCC2)CC1	-0.3	-0.51	-0.3	-2.6	0

nr	Mdm2 ligase inh	EBV gp42 inh	Calpain2 inh	Rad51 HR inh
41	-8	-30	23	-6
42	-3	-12	5	9
43	-29	-7	i	-4
44	-4	-21	-5	-6
45	0	-8	-5	·
46	-12	-11	0	0
47	-8	-5	-21	10
48	-14	10	2	0

# The results go on:
nr	Molecule	zVAD death inh	Cl transport mod	PERK inh	TNF necrop inh	eIF4E 4G PPI
49	O=C(CSc1nc2ccccc2c(=O)n1Cc1ccco1)N1CCCC1	0.2	-1.7	-0.1	0.2	0
50	O=C(Nc1ccccc1NC(=O)C1CCCO1)c1ccco1 (stereo unspecified)	1.2	-0.76	0.4	-1.4	0
51	CNC(=O)c1ccccc1NC(=O)c1cccc(S(=O)(=O)N2CCC(C)CC2)c1	2.7	-0.3	-0.7	-1.8	-2[fluorescence artefact?]
52	O=C(CCc1nc2ccccc2s1)Nc1ccccc1	1.5	-1.2	0.6	3.7	3
53	CCOC(=O)c1[nH]c(C)c(C(=O)OCC)c1C	1.6	-1	0.8	-3.9	0
54	CC1(C)CC(=O)C2=C(C1)NC1=C(C(=O)c3ccccc31)C2c1cccnc1 (stereo unspecified)	-0.5	-1.4	0.0	0.9	1
55	C/C(=C\C(=O)c1ccc(C)o1)Nc1ccc(C(=O)O)cc1C	-0.3	0.71	1.8	-1.4	5
56	COCCn1c(SCC(=O)Nc2nnc(C)s2)nnc1-c1c[nH]c2ccccc12	0.3	0.23	0.6	-2.5	5
57	O=C(Nc1cccnc1)c1cccc([N+](=O)[O-])c1	0.3	-2.3	2.0	0.6	-16
58	O=C(COc1ccccc1)N1CCN(S(=O)(=O)c2cccs2)CC1	-0.2	0.59	0.5	1.9	7[fluorescence artefact?]

nr	Mdm2 ligase inh	EBV gp42 inh	Calpain2 inh	Rad51 HR inh
49	0	-12	-22	-8
50	-8	-8	-12	0
51	-8	-2	28	3
52	-14	-11	-6	12
53	-14	-13	9	-12
54	-36	-2	6	0
55	-10	-9	-23	-14
56	-14	-14	0	-5
57	·	0	-17	·
58	-11	-5	8	1
